TbHK1 inh – Trypanosoma brucei hexokinase 1 inhibitors, primary screen, biochemical, G6PDH-coupled NADH absorbance, MLSCN library | hexokinase 1 [Trypanosoma brucei] | recombinant TbHK1, G6PDH-coupled NADH A340 | inhibition, % at 10 µM | 220,000 compounds, 0.11% hits | AID 1430, 2008;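 active means inhibition of 50% or more in the single-dose primary screen; inactive means inhibition below 50%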
PPC-1+TRAIL kill – compounds killing PPC-1 cancer cells with TRAIL present, primary screen, TRAIL potentiator project, ATPLite luminescence, uHTS | PPC-1 cells + TRAIL, ATPLite viability luminescence | 220,000 compounds, 0.41% hits | AID 1443, 2008 | cell killing (% activity), % at 4 µM;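 active means cell killing above 50% in the first pass at 4 µM, then a duplicate retest at 5 µM averaging 50% or more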;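 further: plate controls were cells with TRAIL plus DMSO for no effect and medium-only wells lacking cells for full effect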
RBBP9 inhibitor – human RBBP9 inhibitors, primary screen, biochemical, fluorescence polarization, FP-Rh probe, HTS | recombinant RBBP9 | inhibition, % at 7.94 µM | 220,000 compounds, 0.2% hits | AID 1515, 2009;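 active means inhibition above the campaign mean of all tested compounds plus 3 SD, cut at about 14% in these data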;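 further: plate controls were DMSO wells with RBBP9 for no effect and wells lacking RBBP9 protein for full effect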
Target sequence (O75884 whole entry, looked up): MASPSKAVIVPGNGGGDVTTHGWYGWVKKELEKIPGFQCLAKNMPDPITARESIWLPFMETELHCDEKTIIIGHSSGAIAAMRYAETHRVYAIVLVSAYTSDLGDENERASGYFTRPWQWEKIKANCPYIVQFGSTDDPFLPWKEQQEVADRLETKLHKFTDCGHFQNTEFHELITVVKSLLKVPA
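System: RBBP9 protein / Quantity: 2.5 µM RBBP9 dispensing solution, before mixing / Also added: Serine-hydrolase probe FP-Rh, 375 nM pre-mixing / Dosing: 7.94 µM single dose, 0.794% DMSO / Timing: enzyme-compound preincubation 30 min, then probe labeling 45 min, 25 °C / Signal: FP readout at 525/598 nm / Controls: DMSO-treated enzyme wells and wells lacking RBBP9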
Furin inhibitor – human furin inhibitors, primary screen, biochemical, fluorescence intensity; P09958; 220,000 compounds, 0.061% hits; purified furin, fluorogenic substrate cleavage; inhibition, % at 30 µM; in the data active means inhibition above about 25%; further: inactives centre near -15
p47phox inh – p47phox/p22phox peptide binding inhibitors, primary screen, biochemical, uHTS, NADPH oxidase regulatory subunit | Neutrophil cytosol factor 1 (Homo sapiens), P14598 | AID 1274, 2008 | 220,000 compounds, 0.53% hits | inhibition, % at 24.7 µM | fluorescence polarization, 2 h;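 active means inhibition above about 30%, limit read from the data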;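 further: 0% = p47phox with labelled peptide and 100% = labelled peptide alone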
Target sequence (P14598 whole entry, looked up): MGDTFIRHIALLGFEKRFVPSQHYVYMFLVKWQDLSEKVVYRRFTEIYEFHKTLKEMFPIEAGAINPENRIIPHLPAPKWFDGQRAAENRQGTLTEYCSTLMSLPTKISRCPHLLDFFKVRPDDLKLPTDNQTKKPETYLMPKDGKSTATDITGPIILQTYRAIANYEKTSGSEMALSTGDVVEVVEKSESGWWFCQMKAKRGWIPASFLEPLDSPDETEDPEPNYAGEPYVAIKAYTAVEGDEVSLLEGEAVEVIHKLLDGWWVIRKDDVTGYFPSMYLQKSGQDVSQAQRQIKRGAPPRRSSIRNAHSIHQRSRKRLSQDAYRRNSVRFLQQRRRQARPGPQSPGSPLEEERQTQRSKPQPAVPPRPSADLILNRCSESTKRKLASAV
EP2 antag – human EP2 receptor antagonists, primary screen, TR-FRET cAMP, C6 glioma cells | inhibition, % at 25 µM | C6 glioma cells expressing human EP2; cells stimulated with saturating PGE2 | AID 1422, 2008 | Prostaglandin E2 receptor EP2 subtype (Homo sapiens), P43116 | 260,000 compounds, 0.52% hits;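 active means percent inhibition above 40 after rounding to a whole number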;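 further: rat C6 glioma host cells with rolipram phosphodiesterase inhibitor present; the protocol text gives 20 µM as final concentration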
Target sequence (P43116 whole entry, looked up): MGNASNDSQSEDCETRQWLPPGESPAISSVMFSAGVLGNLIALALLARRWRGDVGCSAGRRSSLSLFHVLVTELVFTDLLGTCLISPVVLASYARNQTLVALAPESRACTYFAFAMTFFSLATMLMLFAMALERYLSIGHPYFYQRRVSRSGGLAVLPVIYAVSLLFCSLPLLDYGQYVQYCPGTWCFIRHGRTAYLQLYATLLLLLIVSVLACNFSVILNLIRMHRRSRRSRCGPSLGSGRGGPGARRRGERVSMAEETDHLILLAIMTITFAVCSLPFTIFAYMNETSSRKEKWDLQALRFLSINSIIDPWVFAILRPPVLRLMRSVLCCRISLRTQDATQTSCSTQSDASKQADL
p97 inhibitor – inhibitors of human p97 ATPase, primary screen, biochemical; inhibition, % at 8 µM; Transitional endoplasmic reticulum ATPase (Homo sapiens), P55072; recombinant p97 ATPase, Kinase-Glo ATP luminescence, 3 h; 220,000 compounds, 0.42% hits; in the data active means inhibition above about 15%;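 further: 0% = DMSO vehicle and 100% = wells lacking enzyme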
BaF3 tox – parental Ba/F3 cell viability inhibition, counter-screen for JAK2V617F inhibitor project, murine pro-B, CellTiter-Glo luminescence; CellTiter-Glo ATP luminescence; inhibition, % at 5.6 µM; 220,000 compounds, 1.1% hits; AID 1486, 2009;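 active means inhibition above a per-campaign cutoff, the mean inhibition of all tested compounds plus 3 SD, cut at about 27% in these data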;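 further: 0% = DMSO wells and 100% = JAK Inhibitor I control wells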
Ba/F3 V617F tox – reduced viability of JAK2V617F-dependent Ba/F3 cells, primary screen, JAK2V617F inhibitor project, cell-based, Ba/F3 EpoR-JAK2V617F, luminescence; ATP luminescence; inhibition, % at 5.6 µM; 220,000 compounds, 1.1% hits; AID 1446, 2008;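 active means inhibition above the campaign mean plus 3 SD over all tested compounds, cut at about 24% in these data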;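 further: cytokine-independent growth of Ba/F3 cells driven by EpoR plus mutant JAK2; 0% = DMSO-treated cells and 100% = JAK inhibitor I control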
An asterisk follows results filed as active; / = not tested or not shown; & = joins results of further samples; [ ] = another dose, or the depositor's remark. Not all compounds are listed. The share of hits here may be higher or lower than overall.

SMILES	TbHK1 inh	PPC-1+TRAIL kill	RBBP9 inhibitor	Furin inhibitor	p47phox inh	EP2 antag	p97 inhibitor	BaF3 tox	Ba/F3 V617F tox
Cc1nn(-c2c(Cl)cc(Cl)cc2Cl)c(=O)c2ccccc12	-1	6	-6	-13[20 µM]	-15	7	2	2	-2
CCN1C(=O)C(c2ccc(O)cc2)(c2ccc(O)cc2)c2ccccc21	6	18	-7	-14	-16	3	1	4	-1
CCc1nnc(NC(=O)CSc2nc3[nH]ncc3c(=O)[nH]2)s1	-19	8	-6	-13	/	5	1	0	4
CN(C)c1ccc(N/C=C/C(=O)c2ccccc2)cc1	-7	18	11	-19[20 µM]	-103	6	3	6	-2
COc1ccc(OCC(=O)Nc2ccccc2C(=O)N2CCOCC2)cc1	4	33	-5	-36	-5	10&5	2	5	-3
O=C(CCS(=O)(=O)Cc1ccccc1)N1CCN(c2ccccc2)CC1	0	-43	1	-13[20 µM]	-3	8	2	1	-2
O=[N+]([O-])c1ccc(COc2ccc(Br)cc2CN2CCOCC2)cc1	-3	13	1	-1	7	8	2	90*	2
CCc1ccc(NC(=S)Nc2cccc(OC)c2)cc1	6	10	1	-12	1	20	-4	4	4
COc1ccc(C2SCCN2S(=O)(=O)c2ccc(NC(C)=O)cc2)cc1 (stereo unspecified)	-4	16	-8	-18[20 µM]	-20	11&13	1	1	-6
O=C(COC(=O)c1c(F)cccc1F)Nc1ccc2[nH]c(=O)[nH]c2c1	2	10	-8	-19	-9	10	5	5	-1
CC1=C(C(=O)Nc2ccc(Cl)cc2)C(c2cccs2)n2nnnc2N1 (stereo unspecified)	9	9	-13	-6	-9	6	-2	7	6
Cc1ccc(C)c(C(=O)CSc2nc3ccccc3c(=O)[nH]2)c1	3	-6	-7	-37	-13	8	1	8	0
CCN(CC)S(=O)(=O)c1cccc(-c2n[nH]c(=S)n2/N=C/c2ccc(Br)cc2)c1	-5	14	-7	-29	2	13	4	94*	2
CC1CCCN(C(C(=O)Nc2ccc3c(c2)OCO3)c2ccccc2)C1 (stereo unspecified)	4	13	/	-18	-3	10	/	/	/
COc1ccc(C(=O)COc2ccccc2C(=O)Nc2ccccc2)cc1	-5	47	-8	-13	-15	8	3	3	-2
O=C(Cc1ccccc1[N+](=O)[O-])N1CCc2ccccc2C1	-8	12	-1	-23	-9	5	2	1	0
COC(=O)NC1CSCC1OC(=O)c1ccc(Br)cc1 (stereo unspecified)	0	29	4	-3[20 µM]	-14	5	1	7	0
Cc1nn(Cc2ccc(Cl)cc2Cl)c(C)c1NC(=O)c1sc2ccccc2c1Cl	2	6	-2	8[20 µM]	-2	15	1	7	2
S=c1[nH]nc(Cc2ccc(Cl)cc2)n1-c1ccc2c(c1)OCCO2	-3	5	-2	-24	-8	15	7	-1	-5
Cc1onc(-c2c(F)cccc2Cl)c1C(N)=S	2	5	-8	-22	2	8	5	0	-2
COc1ccc(N2CCN(C(c3nnnn3C3CCCC3)C(C)C)CC2)cc1 (stereo unspecified)	2	10	-5	-33	6	7	4	4	-3
COc1ccccc1-c1cc(C(=O)NCc2ccccc2)no1	2	10	-6	-17	-9	4	4	-1	-2
COc1cccc(C2=NC(C)(C)NC(c3ccccc3O)C2)c1 (stereo unspecified)	-7	9	-8	-14	-17	12	0	5	3
CC1=CC(C2CC(=O)N(c3ccccc3C)C2=O)CC2C(=O)N(c3ccccc3C)C(=O)C12 (stereo unspecified)	1	-3	-3	-27	-10	2	3	1	-1
CNC(=S)N(C)[C@H]1c2c(ccc3ccccc23)OC[C@H]1CO	2	-9	-6	-29	-8	10	7	4	2
COc1ccc(OC)c(S(=O)(=O)N2CCc3ccccc32)c1	-3	11	7	-4[20 µM]	3	11	0	4	-1
CC(C)(C)c1ccc(Oc2ncccc2NC(=O)c2cccs2)cc1	-7	11	-8	-18	-54	9	2	-1	-2
Cc1nc2ccccn2c1C(=O)NC1CCCC1	-3	11	-6	-28	-7	3	4	-1	-4
CCn1c(=O)c(=O)[nH]c2cc(C(=O)NC3CCCc4ccccc43)ccc21 (stereo unspecified)	-12	2	-9	0	-43	6	5	6	0
CCOc1ccc(OCC)c(S(=O)(=O)NCCOC23CC4CC(CC(C4)C2)C3)c1	0	12	-14	-4	5	7	-12	3	2
Cc1ccc(-n2cc(CN3CCCN(C=O)CC3)c(-c3ccc(F)cc3)n2)cc1	-8	28	6	-16	0	8	-1	6	2
O=C(Nc1ccc(F)cc1)C(c1ccccc1)N1CCN(C(=O)c2ccco2)CC1 (stereo unspecified)	0	-6	-6	-17[20 µM]	-6	12	2	4	0
COc1cc(C(=O)N2CCCC(c3nc(-c4cccs4)no3)C2)cc(OC)c1OC (stereo unspecified)	-4	28	-2	-10[20 µM]	-8	2	0	2	-1
COc1ccc(OC)c(NC(=O)C2CC(=O)N(c3ccc(Br)cc3)C2)c1 (stereo unspecified)	-2	0	-6	-17	-15	9	-2	5	-2
COc1cccc(/C=N/n2c(-c3cc(C)[nH]n3)n[nH]c2=S)c1O	-10	-2	8	-18	-8	6	6	-2	-1
C/C(=N\NC(=S)NCCc1ccccc1)c1cccs1	-7	16	-5	5	-14	3	-9	2	3
COC(=O)c1cc2sc(Cl)cc2n1CC(=O)NCCC(C)C	-9	32	-8	-26[20 µM]	3	4	1	0	-3
COc1ccc(CC(=O)O/N=C(\N)Cc2cccc3ccccc23)cc1OC	-12	25	-4	-18	-10	5	-1	5	-1
CCCCC1CCC(c2nc(-c3cccnc3)no2)CC1 (stereo unspecified)	3	16	-1	-3	5	10	3	0	0
Cc1ccccc1NC(=O)CCSc1nnnn1-c1ccccc1	3	19	-6	-17[20 µM]	-5	-1	-8	4	1
Cc1ccc2c(c1)c1c(n2CC(O)Cn2c(C)nc3ccccc32)/C(=N\O)CCC1 (stereo unspecified)	-9	5	-9	-13[20 µM]	0	12	-5	0	-1
CCc1[nH]c(=S)c(C#N)c2c1CCCC2	-6	17	-6	-28	-2	9	2	3	-1
CC(=O)NS(=O)(=O)c1cccnc1Nc1cccc(Cl)c1	-1	17	-8	-19[20 µM]	-12	17	2	2	-1
CCCCOP(=O)(OCCCC)C(O)c1ccc(Br)cc1 (stereo unspecified)	-4	-5	-6	-12	-10	13	0	3	0
Cc1cc(C)nc(-n2nc(C)cc2NC(=O)c2ccc(F)cc2F)n1	4	29	-4	-30	-11	8	2	6	0
CSc1cccc(NC(=O)c2cnccn2)c1	-9	-5	4	-19[20 µM]	-2	21	0	3	-2
O=C(O)CCN1CCc2ccccc2C1c1cccs1 (stereo unspecified)	0	32	-5	-11	-6	1	7	6	2
CCc1cc2c(cc(C(=O)O)n2C)s1	4	-7	-12	-21	-11	13	7	0	-2

Some of these compounds in order of length of the SMILES, smallest number first:
SMILES	TbHK1 inh	PPC-1+TRAIL kill	RBBP9 inhibitor	Furin inhibitor	p47phox inh	EP2 antag	p97 inhibitor	BaF3 tox	Ba/F3 V617F tox
CSc1cccc(NC(=O)c2cnccn2)c1	-9	-5	4	-19[20 µM]	-2	21	0	3	-2
CCCCC1CCC(c2nc(-c3cccnc3)no2)CC1 (stereo unspecified)	3	16	-1	-3	5	10	3	0	0
Cc1ccccc1NC(=O)CCSc1nnnn1-c1ccccc1	3	19	-6	-17[20 µM]	-5	-1	-8	4	1
Cc1cc(C)nc(-n2nc(C)cc2NC(=O)c2ccc(F)cc2F)n1	4	29	-4	-30	-11	8	2	6	0

More structures:
SMILES	TbHK1 inh	PPC-1+TRAIL kill	RBBP9 inhibitor	Furin inhibitor	p47phox inh	EP2 antag	p97 inhibitor	BaF3 tox	Ba/F3 V617F tox
c1ccc(Cc2nn3c(C4COc5ccccc5O4)nnc3s2)cc1 (stereo unspecified)	7	2	5	-11[20 µM]	-10	6	4	2	2
COc1ccc(N2CCN(C(CNC(=O)C(=O)NCc3cccs3)c3ccco3)CC2)cc1 (stereo unspecified)	2	22	-9	-24	-5	5	1	-2	-4
O=C(CCc1nc2ccccc2[nH]1)Nc1ccccc1F	-6	14	-5	-19	4	12	7	1	-2
CCCCOC(=O)C1CN(c2ccccc2)N=C1C(=O)OCC (stereo unspecified)	8	8	-10	-22	-5	10	5	1	-2
C/C(=N\NC(=O)c1nn(C)c(C)c1Br)c1ccc(NC(=O)c2ccc(C)s2)cc1	-25	35	6	-28	-11	10	5	3	-3
O=[N+]([O-])c1ccc(N2CCOCC2)cc1NCCCO	-3	10	-6	-4	-4	10	4	1	3
Cc1ccc(CN2CCN(Cc3ccc4cc(F)ccc4n3)CC2CCO)o1 (stereo unspecified)	-3	-3	2	-10	-7	5	3	6	-5
CCC(=O)n1nc(-c2ccco2)nc1SCc1ccccc1	0	32	0	-18[20 µM]	-10	18	-1	5	1
Nc1nc(NCc2cccs2)nn1-c1ccccc1	4	/	-7	-26[20 µM]	/	4&10	5	3	-3
O=[N+]([O-])c1ccc(NC(=S)N2CCc3ccccc3C2)cc1	-7	-7	1	3	-3	2	8	1	-3
Cc1ccc2oc3nc(C)c(C(=O)Nc4cccc(C(F)(F)F)c4)cc3c(=O)c2c1	-2	1	-10	-9[20 µM]	-6	14	-1	1	-2
CCC(=O)Nc1ccc(C(=O)N/N=C/c2ccccc2[N+](=O)[O-])cc1	-5	20	6	-13[20 µM]	-10	6	1	5	1
Cc1cc(F)c(F)c(C(=O)N2CCCCC2C)c1Cl (stereo unspecified)	-2	12	-7	-26	3	9	8	5	0
COc1ccc(OC)c(NC(=O)c2nnn(CCc3ccccc3)c2N)c1	-21	20	-9	-34	-11	8	1	-1	-4
Cn1cccc1-c1nc2ccc(NC(=O)c3ccco3)cc2[nH]1	-56	18	6	-6[20 µM]	-27	16	-6	-2	0
COC(=O)CNC(=O)CN1c2cccc3cccc(c23)S1(=O)=O	-5	19	-3	-9[20 µM]	-8	9	-2	5	4
COc1cccc(-c2nn(C)c3sc(C(=O)NCc4ccc5c(c4)OCO5)cc23)c1	-23	17	-42	-25	-7	15	4	8	-4
COC(=O)c1nn(-c2ccc(F)cc2)ccc1=O	-18	15	13	-18	-2	12	7	1	-5
O=C(N/N=C/c1ccc(Cl)cc1Cl)c1n[nH]c2c1CCCC2	-18	29	-8	-9	4	3	-3	2	4
c1ccc2c(Nc3nncs3)c3ccccc3nc2c1	-5	16	-4	-25	2	6	4	-3	-2
Cc1nc2ccc(S(=O)(=O)NCC(=O)N3CCCCC3)cc2s1	4	6	5	-21[20 µM]	-9	11	4	6	-1
CCOC(=O)c1c(CSC(=N)N)n(-c2ccc(C)cc2)c2cc(Br)c(OC(C)=O)cc12	9	18	0	5[20 µM]	37*	127*	4	3	4
N#Cc1ccccc1NC(=O)c1cccc(COc2ccc(Cl)cc2Cl)c1	3	-1	-3	-22	-6	6	3	2	-3
COc1ccc(NC(=O)Nc2c(SC)nsc2SC)cc1	6	26	-13	-15	3	5	-4	4	1

Assay outcomes as filed in PubChem.
